Screens: PubChem, several laboratories
SDO1 yeast rescue: restores growth of sdo1-depleted yeast | S. cerevisiae sdo1-depleted JHY4D growth rescue, OD600 30 h; active compounds read high; pdr5 snq2 efflux-pump mutant strain | z-score at 10 µM | 140,000 compounds, 0.21% hits | AID 817;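 active = z-score above 3 at both the 24 hr and the 30 hr optical density reads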;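 also: z-score against mean and SD of all compound wells on the same plate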
INS promoter inh: TRM-6 insulin promoter activity inhibition; TRM-6 cells (human fetal islet line), insulin promoter-eGFP reporter, imaging; reporter expression induced with tamoxifen; inhibition, % at 2 µM; 130,000 compounds, 0.9% hits; AID 1273;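 active = inhibition above the mean plus 3 SD, with well images judged a real hit on visual review, cut at about 60% in these data, passing the limit was not always enough; inconclusive = inhibition over the cutoff but images rejected on review; inactive = inhibition not above the cutoff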
SDO1 yeast rescue Rescue 24 h: recorded beside SDO1 yeast rescue, whose call it bears; z-score; S. cerevisiae sdo1-depleted JHY4D growth rescue, OD600; measured here: growth rescue at 24 h;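 0 is the plate mean of compound wells and units are plate SD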
An asterisk follows results filed as active; i = inactive; ? = inconclusive; . = not tested or not shown; [ ] = remark or other dose. The list is partial. The share of hits here may be higher or lower than overall.

SMILES | SDO1 yeast rescue | SDO1 yeast rescue Rescue 24 h | INS promoter inh
COc1ccc(CS(=O)/C(Cl)=C(/Cl)C(=O)Nc2ccc(OC)nc2)cc1 (configuration not stated) | . | . | i
CC(=O)c1ccc(N(C)C)cc1 | -0.01 | -0.07 | -14
CCOc1ccc(CCNC(=O)C2CCN(C(=O)N(C)C)CC2)cc1OCC | 2 | 4.5 | .
COc1ccc(Cl)cc1NC(=O)C(=O)NC1CCCCCC1 | -1.6 | -1.5 | 21
O=C(COc1ccccc1[N+](=O)[O-])N/N=C/c1ccc(O)cc1 | 0.48 | 0.37 | 0
O=C(NC(=S)N1CCN(Cc2ccc3c(c2)OCO3)CC1)c1cccc(Br)c1 | -0.78 | -0.28 | -10
N/C(CN1CCCC1=O)=N\OC(=O)c1ccc(Cl)c(Cl)c1 | 1.5 | 1.5 | 0
COc1ccc(NC(=O)C2CC2)cc1NS(=O)(=O)c1ccc(F)cc1 | -0.48 | -0.15 | .
CC(C)CCNC(=O)CN(Cc1cccs1)C(=O)CCC(=O)Nc1nccs1 | 0.6 | 0.13 | -38
Brc1ccccc1-c1nnc(SCc2nc3ccccc3s2)o1 | -1.4 | -1.1 | 0
O=C(c1ccccc1)N1CCN(C2CC(=O)N(CCc3ccccc3)C2=O)CC1 (configuration not stated) | 0.21 | 0.31 | .
COC(=O)Cn1c(=NC(=O)CSCC(=O)NC2CCCCC2)sc2cc(OC)ccc21 | -0.26 | -0.1 | -36
CCCN1C(=O)c2ccccc2NC1c1cc(OC)c(OC)c(OC)c1 (configuration not stated) | 0.68 | 0.5 | 51
COc1ccc(/C=C2\SC(=S)NC2=O)cc1OS(=O)(=O)c1ccc(NC(C)=O)cc1 | . | . | -14
CCOC(=O)c1oc2ccccc2c1NC(=O)COC | -0.15 | -0.14 | -123
Cc1ccc(OCCN2C(=O)C(=O)c3cccc(C)c32)cc1 | . | . | 42
CCC(C)[C@@H](N)C(=O)N/N=C/c1ccc2ncccc2c1 (some centres not stated) | -0.03 | -0.21 | -11
Cc1cccc2cc(C(c3nnnn3C3CCCC3)N3CCOCC3)c(=O)[nH]c12 (configuration not stated) | 0.15 | -0.65 | 0
O=C(Nc1nccs1)C1CC(=O)N(Cc2ccco2)C1 (configuration not stated) | . | . | -17
O=C(CSc1nnc(C2COc3ccccc3O2)o1)N1CCCCC1 (configuration not stated) | 0.23 | -0.07 | .
c1ccc(-c2cc(N3CCOCC3)nc(-c3ccccc3)n2)cc1 | 0.9 | 3 | .
Cc1cccc(-n2c(SCC(=O)Nc3nonc3C)nnc2-c2ccoc2C)c1 | -0.98 | -1.3 | -44
CC(C)CN=C(NS(=O)(=O)c1ccccc1)C(Cl)(Cl)Cl | -1.9 | -1.5 | -7
Cc1c(C)c2cc(Cl)c(OCc3nn[nH]n3)cc2oc1=O | 1.2 | 1.2 | -12
CCc1sc(C(=O)NC2CCN(C)CC2)cc1Br | 0.33 | 0.44 | 50

Reprinted at random: two compounds from above, in no set order.
SMILES | SDO1 yeast rescue | SDO1 yeast rescue Rescue 24 h | INS promoter inh
O=C(CSc1nnc(C2COc3ccccc3O2)o1)N1CCCCC1 (configuration not stated) | 0.23 | -0.07 | .
CC(=O)c1ccc(N(C)C)cc1 | -0.01 | -0.07 | -14

More compounds follow.
SMILES | SDO1 yeast rescue | SDO1 yeast rescue Rescue 24 h | INS promoter inh
CCOc1ccc(C(=O)CCC(=O)O)cc1 | 0.97 | 0.89 | 18
CCOC(=O)C(C(=O)OCC)[C@@H]1CS(=O)(=O)C[C@H]1C(C(=O)OCC)C(=O)OCC | -0.03 | -0.9 | -50
COc1cc(C2C(C(=O)c3ccc(C)o3)=C(O)C(=O)N2c2cc(C)on2)ccc1O (configuration not stated) | 0.43 | 0.22 | .
CCOc1ccccc1NC(=O)CSc1nnc(-c2cnccn2)n1CC | -0.61 | -0.81 | .
CC(=O)c1cc2c(cc1NC(=O)CN1CCN(c3cccc(C(F)(F)F)c3)CC1)OCO2 | 0.27 | 1.2 | 26
O=C(Nc1ccccc1Sc1ccccc1)c1ccc(F)cc1 | -0.03 | 0.18 | 10
CC(C)(C)c1nnc(N/N=C/c2ccccc2O)n(N)c1=O | -0.19 | -0.22 | 30
O=S(=O)(c1ccc2c(c1)OCCO2)N1CCc2ccccc21 | . | . | 33
COc1cc(NC(=S)NCC2CCCO2)c(OC)cc1Cl (configuration not stated) | . | . | -24
COc1cc(NC(=O)c2ccccc2[N+](=O)[O-])c(C(=O)O)cc1OC | . | . | -17
CCOC(=O)Cn1c(=O)c2c(nc(N3CCOCC3)n2C)n(C)c1=O | -0.36 | -1.2 | ?
CCCc1cc(C(N)=O)c(NC(=O)c2cc(C)on2)s1 | -1.8 | -0.22 | -81
CCc1cccc(NC(=O)C(NC(=O)C2CCCCC2)C(C)C)c1 (configuration not stated) | . | . | -100
CCCCOc1ccc(C(=O)CCN2CCCCC2)cc1 | -0.42 | -1.1 | 33
Oc1ccc(C=Nc2ccccc2-c2nc3ccccc3[nH]2)c(O)c1 | 0.34 | -0.22 | .
COC(=O)CSc1cnc2ccccc2n1 | 0.81 | 0.37 | 46
CN(Cc1ccccc1)C(NC(=O)c1ccccc1)C(Cl)(Cl)Cl (configuration not stated) | -0.86 | -0.92 | 21
O=C(Cn1c(COc2ccccc2)nc2ccccc21)Nc1cc(Cl)ccc1Cl | -0.55 | -0.01 | .
CC(Sc1nncn1C)C(=O)NCc1ccc2c(c1)OCO2 (configuration not stated) | . | . | 15
O=C1NCCCc2c1no[n+]2[O-] | 0.38 | -0.02 | 25
Cc1nnc(NC(=O)c2cccc(S(=O)(=O)N3CC(c4ccccc4)CC3=O)c2)s1 (configuration not stated) | 0.26 | 0.04 | .
COc1ccc(OC)c(-n2c(=S)[nH]c3cc(C(=O)N4CCC(C(N)=O)CC4)ccc3c2=O)c1 | 1.1 | 1.1 | 20
CC(=O)c1ccc(N2CCCC2)c(F)c1 | -0.39 | 0 | 21
COc1cccc(/C=N/NC(=O)C(=O)NCc2cccnc2)c1O | 0.99 | 0.96 | -53
CC1(C)CC(=O)C2=C(C1)OC(N)=C(C#N)C2c1ccsc1 (configuration not stated) | -1.1 | -1.1 | -23
Next part.
SMILES | SDO1 yeast rescue | SDO1 yeast rescue Rescue 24 h | INS promoter inh
O=C(NC1CCCCCC1)C1CCN(S(=O)(=O)N2CCC3(CC2)OCCO3)CC1 | 0.01 | -0.42 | -28
COc1ccc(S(=O)(=O)N2CCNCC2)cc1OC | . | . | -5
COc1cccc(/C=N/NC(=O)CCNc2n[nH]c(=O)[nH]c2=O)c1OC | . | . | -65
CC(C)CCNc1nc(N2CCCC2)c2c(c1C#N)CCN(C)C2 | -1.8 | -1.9 | .
C=C(C)Cn1c(Sc2nnc(C)s2)nc2c1c(=O)[nH]c(=O)n2C | -0.03 | -0.01 | .
O=C(N/N=C/c1cn(-c2cccs2)nc1-c1ccccc1)c1ccccc1Cl | -0.78 | 0.02 | -79
O=C1CS/C(=N/N=C2C3CC4CC(C3)CC2C4)N1 | 0.26 | 0.22 | -159
OC(COCc1cccs1)CN1CCCCCC1 (configuration not stated) | -0.66 | -1.3 | 8
COc1ccc(C(=O)N2CCN(c3ccc(C)cc3C)CC2)cc1OC | -1.1 | -1.4 | .
COc1ccc(C2=CC(c3ccc(OC)c(OC)c3)n3nnnc3N2)c(OC)c1 (configuration not stated) | 0.86 | 0.13 | -7
CC1(C)CC(=O)C2=C(C1)OC(N)=C(C#N)C2c1cc2c(cc1[N+](=O)[O-])OCO2 (configuration not stated) | -0.18 | -0.94 | 22
O=C(Nc1ccc2c(c1)OCO2)C1CC(=O)N(CCc2ccccc2)C1 (configuration not stated) | . | . | 25
CC(C)CCNC(=O)C(c1cccs1)N(CC1CCCO1)C(=O)Cn1nnc2ccccc21 (configuration not stated) | 0.69 | 0.3 | -11
Cc1nn(C)c(Oc2ccccc2)c1[N+](=O)[O-] | 0.03 | -0.34 | -7
Cc1ncoc1C(=O)Nc1cccc(Cl)c1C | -0.21 | -0.35 | -109
CCCc1cc(=O)[nH]c(SCC(=O)c2c(N)n(C)c(=O)n(C)c2=O)n1 | 0.07 | -0.13 | .
COc1cc2c(cc1OC)C(c1cccs1)CC(=O)N2 (configuration not stated) | 0.45 | 0.3 | 34
C=CCNC(=O)c1cccc(C(F)(F)F)c1 | 0.26 | -0.06 | 30
Cc1nn(C)cc1C(C(=O)NC1CCCCC1)N(C(=O)c1cnccn1)c1ccc(Oc2ccccc2)cc1 (configuration not stated) | 0.2 | 0.15 | 0
Nn1c(COc2cccc(Cl)c2)nc2ccccc2c1=O | 0.27 | -0.02 | -17
Clc1ccc(Cn2nnc(-c3ccccc3)n2)cc1 | -0.21 | 0.51 | -23
C/C(N)=C(/C#N)C(=O)COC(=O)C1CCN(C(=O)c2ccc(Cl)cc2)CC1 | . | . | -45
O=C(c1ccc(Br)cc1)c1sc(N2CCOCC2)nc1-c1ccccc1 | . | . | -33
O=C(CNC(=O)c1ccc2c(c1)OCCO2)N/N=C/c1cccc(Br)c1 | . | . | -24
O=C(c1c[nH]c2ccc(S(=O)(=O)N3CCC4(CC3)OCCO4)cc2c1=O)N1CCOCC1 | -0.29 | -0.79 | 0
Other entries follow:
SMILES | SDO1 yeast rescue | SDO1 yeast rescue Rescue 24 h | INS promoter inh
COc1ccc(OCCNS(=O)(=O)Cc2ccccc2)cc1 | -0.03 | -0.35 | .
CC(C)CCNC1=CC(=O)CC(c2ccccc2)C1 (configuration not stated) | 0.09 | -0.73 | 34
Cc1ccc(-n2[nH]c(C)c(C=Nc3ccc4[nH]c(=O)[nH]c4c3)c2=O)cc1 | 0.37 | -0.11 | .
CC(C)(C)c1ccc(OCc2ccc(C(=O)N/N=C3\CC4CC=CC34)cc2)cc1 (configuration not stated) | -1.1 | -0.92 | 19
COC(=O)c1cn(CC(=O)NC2CCCCCC2)c2ccccc12 | 0.57 | 1 | -431
Cn1c(=O)c(C(=S)NC(=O)C2CC2)c(N)n(Cc2ccccc2)c1=O | 0.46 | 0.26 | 13
Cc1ccc(CNC(=O)CCCNS(=O)(=O)c2cccc3nonc23)cc1 | 0.68 | -0.02 | .
CCN(CCn1cccn1)C(=O)CC1C(=O)NCCN1Cc1ccc(OC)c(OC)c1 (configuration not stated) | . | . | -30
O=C(Oc1ccc(NC2=C(Cl)C(=O)c3ccccc3C2=O)cc1)c1ccc([N+](=O)[O-])cc1 | -0.02 | 1.8 | 62*
Cn1c(=O)[nH]c(=O)c2c1nc(Br)n2CCSc1nnnn1-c1ccccc1 | -0.18[5.4 µM] | -0.1 | .
CCN(CC)CCN1C(=O)c2oc3ccccc3c(=O)c2C1c1cccc(Br)c1 (configuration not stated) | 0.34 | -1.3 | 0
CC(=O)Nc1ccc(S(=O)(=O)NC(CC(=O)NC2CCCCC2C)C(C)C)cc1 (configuration not stated) | 0.52 | -0.31 | 25
CCC/C=N/NC(=O)c1cccc(Br)c1 | . | . | 6
CC(C)OCCCNC(=O)NC12CC3CC(CC(C3)C1)C2 | 9.4* | 9.5* | ?
COc1nc(N)nc(NC23CC4CC(CC(C4)C2)C3)n1 | -0.81 | -1 | -62
COc1ccc(OC)c(-n2c(-c3cc(-c4ccc(F)cc4)n[nH]3)n[nH]c2=S)c1 | 0.05 | -1 | -7
COc1ccc(OC)c(-c2cc(C(=O)NCCN3CCOCC3)no2)c1 | 0.33 | -0.17 | .
Cc1nn(C(C)(C)C)c(OC(=O)c2cccs2)c1S(=O)(=O)c1ccccc1 | -1.6 | -1.4 | 67
COc1ccc(OC)c(/C=C/C(=O)OCC(=O)Nc2ccc3c(c2)OCCO3)c1 | 0.94 | 1.1 | 28
CC1CCN(CC(O)COCCOc2ccc(Br)cc2)CC1 (configuration not stated) | 0.45 | -0.31 | .
CCSCCOC(=O)C1=C(C)N(C)C(=O)NC1c1cc(OC)ccc1OC (configuration not stated) | -0.46 | -0.63 | -35
O=C(Nc1nccs1)c1cccc(S(=O)(=O)N2CCCCC2)c1 | -0.46 | -0.7 | -182

In the list so far, these contain a Cl atom.
SMILES | SDO1 yeast rescue | SDO1 yeast rescue Rescue 24 h | INS promoter inh
COc1ccc(CS(=O)/C(Cl)=C(/Cl)C(=O)Nc2ccc(OC)nc2)cc1 (configuration not stated) | . | . | i
COc1ccc(Cl)cc1NC(=O)C(=O)NC1CCCCCC1 | -1.6 | -1.5 | 21
N/C(CN1CCCC1=O)=N\OC(=O)c1ccc(Cl)c(Cl)c1 | 1.5 | 1.5 | 0
CC(C)CN=C(NS(=O)(=O)c1ccccc1)C(Cl)(Cl)Cl | -1.9 | -1.5 | -7
Cc1c(C)c2cc(Cl)c(OCc3nn[nH]n3)cc2oc1=O | 1.2 | 1.2 | -12
COc1cc(NC(=S)NCC2CCCO2)c(OC)cc1Cl (configuration not stated) | . | . | -24
CN(Cc1ccccc1)C(NC(=O)c1ccccc1)C(Cl)(Cl)Cl (configuration not stated) | -0.86 | -0.92 | 21
O=C(Cn1c(COc2ccccc2)nc2ccccc21)Nc1cc(Cl)ccc1Cl | -0.55 | -0.01 | .
O=C(N/N=C/c1cn(-c2cccs2)nc1-c1ccccc1)c1ccccc1Cl | -0.78 | 0.02 | -79
Cc1ncoc1C(=O)Nc1cccc(Cl)c1C | -0.21 | -0.35 | -109
Nn1c(COc2cccc(Cl)c2)nc2ccccc2c1=O | 0.27 | -0.02 | -17
Clc1ccc(Cn2nnc(-c3ccccc3)n2)cc1 | -0.21 | 0.51 | -23
C/C(N)=C(/C#N)C(=O)COC(=O)C1CCN(C(=O)c2ccc(Cl)cc2)CC1 | . | . | -45
O=C(Oc1ccc(NC2=C(Cl)C(=O)c3ccccc3C2=O)cc1)c1ccc([N+](=O)[O-])cc1 | -0.02 | 1.8 | 62*
